# PI4K2A inh: PI4K2A (human) kinase inhibition; Q9BTU6; purified PI4K2A, ADP-Glo luminescence, 1 h; stronger effect = lower value; activity change, negative = inhibition, % at 76.9 µM; hit rate 0.13% among 420,000; AID 1346378; in the data active means activity change below about -50%; inconclusive means mostly about -30% to -49%;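 further: -100% = wells without enzyme as full effect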
#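 ADP-Glo luminescence measured ADP generated by PI4K2A enzyme (4 ug/mL before mixing) with 1.2 mM PI substrate (pre-mix) and 300 microM ATP (pre-mix). Tris pH7.5 buffer with MgCl2, Triton X-100; 1 h reaction at ambient temperature.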
# G9a inh: inhibitors of human histone lysine methyltransferase G9a; Q96KQ7; G9a H3K9 monomethylation, AlphaScreen, 2 h; Potency, µM (highest dose often 102 µM), for inactives: at the highest dose activity, negative = inhibition, most hits filed as inhibitors; hit rate 8.8% among 350,000; AID 504332; further: potency means the concentration at half of the fitted maximal effect; on the % scale 0 is the no-effect control and ±100 the full control effect; nearly all actives have a fitted effect of over 75% in size
#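 Readings reflect AlphaScreen signal from monomethyl-H3K9 antibody detection. HMT at 20 nM; substrate b-H3K9 500 nM; cofactor SAM 20 uM; 2 h RT reaction; compounds tested as titrations in qHTS with 15 min preincubation.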
# BAZ2B inh: inhibitors of human BAZ2B bromodomain; AlphaScreen BAZ2B-H3K14Ac peptide displacement; hit rate 4.4% among 360,000; Potency, µM (doses to about 114 µM), for the others: at the top dose activity change, negative = inhibition, actives largely listed as inhibitors; Q9UIF8; further: potency means the concentration at half of the fitted maximal effect; on the % scale 0 is the no-effect control and ±100 the full control effect; nearly all actives have a fitted effect of over 60% in size
#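 Protein-peptide AlphaScreen: BAZ2B 50 nM, b-H3K14Ac 50 nM, 1x PBS pH 7.4 + 0.01% Tween-20. Preincubation 30 min RT; cpd 30 min RT (top 110 uM); beads 20 min RT, light-protected.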
# JMJD2A Tudor: inhibitors of human JMJD2A Tudor domain; AlphaScreen JMJD2A-Tudor / H3K4me3 peptide binding; hit rate 4.4% among 390,000; AID 504339; O75164; Potency, µM (series often up to 114 µM), for inactives: top-dose activity change, negative = inhibition, actives largely listed as inhibitors; further: potency means the concentration at half of the fitted maximal effect; on the % scale 0 is the no-effect control and ±100 the full control effect; nearly all actives have a fitted effect of over 50% in size
# Target sequence (O75164 whole entry, looked up, the tested form may be a part): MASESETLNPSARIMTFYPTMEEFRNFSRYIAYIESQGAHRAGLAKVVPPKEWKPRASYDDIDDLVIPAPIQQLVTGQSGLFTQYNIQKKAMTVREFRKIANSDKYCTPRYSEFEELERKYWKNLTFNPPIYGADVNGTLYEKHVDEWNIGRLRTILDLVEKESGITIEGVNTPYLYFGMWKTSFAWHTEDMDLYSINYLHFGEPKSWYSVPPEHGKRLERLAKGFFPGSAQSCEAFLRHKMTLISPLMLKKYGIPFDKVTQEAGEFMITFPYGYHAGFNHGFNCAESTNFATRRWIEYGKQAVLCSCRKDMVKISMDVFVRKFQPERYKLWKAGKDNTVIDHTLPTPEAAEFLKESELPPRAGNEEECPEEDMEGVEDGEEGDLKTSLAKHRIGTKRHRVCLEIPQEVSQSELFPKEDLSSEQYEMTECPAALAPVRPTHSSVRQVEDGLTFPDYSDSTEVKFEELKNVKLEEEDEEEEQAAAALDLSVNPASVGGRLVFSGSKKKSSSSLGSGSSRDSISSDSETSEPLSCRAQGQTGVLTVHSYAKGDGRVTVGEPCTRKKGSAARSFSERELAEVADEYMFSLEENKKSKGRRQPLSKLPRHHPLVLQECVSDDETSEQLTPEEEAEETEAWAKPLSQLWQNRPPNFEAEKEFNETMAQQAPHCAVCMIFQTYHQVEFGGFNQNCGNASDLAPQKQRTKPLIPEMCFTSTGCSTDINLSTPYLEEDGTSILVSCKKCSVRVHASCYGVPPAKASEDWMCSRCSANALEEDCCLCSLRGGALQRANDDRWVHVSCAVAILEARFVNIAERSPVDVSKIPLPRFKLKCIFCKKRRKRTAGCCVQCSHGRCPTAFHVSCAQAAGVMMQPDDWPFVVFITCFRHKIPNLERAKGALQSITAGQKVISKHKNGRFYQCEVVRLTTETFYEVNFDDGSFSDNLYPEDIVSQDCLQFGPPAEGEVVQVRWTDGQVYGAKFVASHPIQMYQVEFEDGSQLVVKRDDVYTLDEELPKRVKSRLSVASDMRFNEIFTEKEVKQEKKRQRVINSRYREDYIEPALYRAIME
# Pin1 inh: human Pin1 inhibition; Q13526; Pin1 FP peptide displacement, HiFluor488, 10 min; Potency, µM (top dose mostly 115 µM), for inactives: at the highest dose activity, negative = inhibition, usual class: inhibitors; hit rate 0.009% among 390,000; AID 504891; active means well fitted inhibition curve with a large enough effect in the polarisation, with a control signal flat, not every such curve was filed as active; inconclusive means small, poorly fitted or top-dose-only effect, or effect the other way, or a change in a side signal; inactive means no such curve, though single readings can be large or run the other way; the % refers to the polarisation; further: potency means the concentration at half of the fitted maximal effect; on the % scale 0 is the no-effect control and ±100 the full control effect
# Pol eta inh: blocks human DNA polymerase eta activity. AID 588591. recombinant Pol eta, fluorescent DNA replication assay. Q9Y253. Potency, µM (titrated, usually from 114 µM), inactives show top-dose activity change, negative = inhibition, hits mostly inhibitors. hit rate 1.2% among 390,000; further: potency means the concentration at half of the fitted maximal effect; on the % scale 0 is the no-effect control and ±100 the full control effect
#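 Fluorescent replication assay: 50 nM final substrate added after a 15 min room-temperature compound preincubation with 10 nM enzyme. Signal taken at 0 min and again at 10 min.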
# GLS inh: glutaminase GLS (human) inhibition; O94925; hit rate 0.21% among 410,000; GLS enzymatic activity, qHTS titration; Potency, µM (titrated, usually from 45.5 µM), for the others: at the top dose activity change, negative = inhibition, usual class: inhibitors; AID 624170; further: potency means the concentration at half of the fitted maximal effect; on the % scale 0 is the no-effect control and ±100 the full control effect
#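 hKGA in 45 mM KH2PO4 pH 8.2, 0.02% Tween-20 with pin-transferred compounds; 1 mM L-glutamine (stock) plus glutamate oxidase/HRP/Amplex Red coupling added. Fluorescence read initially and after 30 min at RT.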
# PGK inhibitor: T. brucei PGK inhibition | PGK/GAPDH coupled, Kinase-Glo luminescence, 60 min | hit rate 0.043% among 380,000 | Potency, µM (series often up to 57.5 µM), inactives show top-dose activity change, negative = inhibition, most hits filed as inhibitors | P07378; further: potency means the concentration at half of the fitted maximal effect; on the % scale 0 is the no-effect control and ±100 the full control effect; nearly all actives have a fitted effect of over 60% in size
#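 Recombinant glycosomal PGK reaction used 1,3-bisphosphoglycerate generated in-well by GAPDH (100nM final) in 100mM TEA pH 7.6, 5mM MgCl2, 0.01% Tween-20. After 60 minutes at room temperature, ATP was read by Kinase-Glo Plus luminescence end-point.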
# HP1b binding inh: blocks HP1-beta chromodomain binding to methylated histone tails | P83916 | AlphaScreen HP1-beta / biotin-H3K9me3 peptide binding | Potency, µM (doses to about 114 µM), for the others: at the top dose activity change, negative = inhibition, most hits filed as inhibitors | hit rate 0.56% among 390,000; further: potency means the concentration at half of the fitted maximal effect; nearly all actives have a fitted effect of over 70% in size; inactives centre near 23
#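 Compound inhibition of the preformed complex between 50 nM HP1-beta and 50 nM biotinylated H3K9me3 peptide was read by AlphaScreen. Buffer was PBS pH 7.4 with 0.01% Tween-20. Incubations ran 30 min at room temperature, with 10 ug/mL donor/acceptor beads.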
# Active calls of the source: *; i = inactive; ? = inconclusive; · = no result given; & = joins results of further samples; [ ] = remark or other dose. Unless noted, the call rests on the fitted dose curve; in most records, active means well fitted curve in the direction sought with a large enough effect; inconclusive means small, poorly fitted or top-dose-only effect, or another doubt; inactive means no such curve, though single readings can be large; an effect the other way counts as inactive or inconclusive. The list is partial; the hit share may differ from the screen's.
item	HP1b binding inh	JMJD2A Tudor	G9a inh	PGK inhibitor	BAZ2B inh	GLS inh	Pol eta inh	PI4K2A inh	Pin1 inh	Molecule
1	55%[activator]	7%	15%	i	-3%	-7%	-19%	-4	-4%	COCCCn1c(C(=O)N2CC(C)OC(C)C2)cc2c(=O)n3cccc(C)c3nc21 (centres undefined)
2	10%	-12%	-40%	4%[11.5 µM]	42%[activator]	17%	-11%	-2	0%	CC(C)CNS(=O)(=O)c1ccc(C(=O)Nc2ccc3c(c2)OCCO3)cc1
3	13%&21%	-17%&-2%	25%	-9%&0%	-10%&-1%	-7%&6%	-5%&-2%	2&1	-6%&0%	COc1ccc(NC(=O)CCNS(=O)(=O)c2cccc3nonc23)c(OC)c1
4	52%[activator]	3%[57.1 µM]	11%[59 µM]	i	4%	-8%	-19%	-3	-1%	Cc1cccc(CSCCNC(=O)Nc2ccccc2)c1
5	9%	-22%	-1%[59 µM]	-9%	3%	-11%	-13%	0	1%	COCCNC(=O)c1cc2c(=O)n3cccc(C)c3nc2n(Cc2ccncc2)c1=N
6	13%	-16%	-8%[0.501 µM]	-5%	1%	-1%	7%	-1	0%	COc1ccc(CN(Cc2cc3cccc(C)c3n3nnnc23)C(=O)N2CCOCC2)cc1
7	31%	-8%	4%	-2%	-9%	0%	-16%	-1	-6%	Cc1ccccc1OCC(=O)NCCCNC(=O)c1ccccn1
8	43%[activator]	-7%	?	6%	-11%	2%	-18%	1	-1%	O=C(Nc1ccncc1)Nc1ccc(Br)cc1Cl
9	6%	-11%	-14%[59 µM]	-8%	-19%	1%	-8%	5	0%	COc1ccc(C(=O)N2CCN(C(=O)c3cc(OC)c(OC)c(OC)c3)CC2)cc1
10	40%[activator]	-8%	?	1%	-37%	-1%	-21%	-7	23%	COc1ccc(C(=O)Nc2cc(C(C)C)c(O)c(S(=O)(=O)c3ccc(OC)cc3)c2C)cc1
11	?	?	13µM*	-8%	56µM*	-1%	?	?	?	Cn1cccc1CC(=O)N/N=C/C=C/c1ccco1
12	?	-18%	?	0%	?	0%	-18%	-2	0%	CN(C)c1nc(-c2ccc([N+](=O)[O-])cc2)cs1
13	10%	-13%	5%	i	-1%	7%	-6%	-1	-4%	COc1ccc2c(c1)C(=O)N(c1ccccc1C)C(=O)C2(C)C
14	51%[activator]	-9%	15%[0.501 µM]	i	-2%	-4%	-12%	-5	-2%	CC1(C)CC(=O)C(CO)=C(c2cccc3ccccc23)C1=O
15	0%	?	3%[12.7 µM]	0%	?	-7%	?	-4	-3%	COc1cccc(NS(=O)(=O)c2ccc3[nH]cc(C(=O)NCCc4ccc(C)cc4)c(=O)c3c2)c1
16	4%	-9%	-24%	-5%	?	2%	-13%	-3	-3%	CCc1cc(CNC(=O)c2ccc(OC3CCN(CCc4ccccc4)CC3)cc2)on1
17	1%	?	?	-5%	-28%	-2%	-12%	-1	-1%	COC(=O)c1sccc1NC(=O)CC1C(=O)NCCN1C(=O)Nc1ccc(OCc2ccccc2)cc1 (centres undefined)
18	0%	?	45µM*	1%	?	4%	-11%	4	?	COc1ccc(C2C(C(=O)c3cccs3)=C(O)C(=O)N2c2nncs2)cc1 (centres undefined)
19	123%[activator]	32%	0%[59 µM]	-14%	60%[activator]	-12%	-14%	8	-4%	Cc1cccc(C(=O)c2cccc(C)c2)c1
20	20%	-6%	?	4%	-21%	0%	-6%	-1	0%	COc1ccc(CNC(=O)CCCN2C(=O)c3ccccc3C2=O)cc1
21	10%	-15%	-26%	-4%	10%	6%	?	-4	1%	COc1cc(CCC(=O)OCC(=O)N(CC(C)C)C2CCS(=O)(=O)C2)cc(OC)c1OC (centres undefined)
22	21%	-1%	9%	-3%	-22%	-11%	-9%	2	-4%	Cc1ccc(-c2csc(NC(=O)c3cccc([N+](=O)[O-])c3)n2)cc1
23	3%	-3%	14%[59 µM]	-1%	-3%	8%	0%	-2	-6%	CCOc1cccc(-c2csc(C3COc4ccccc4O3)n2)c1 (centres undefined)
24	13%&56%	-20%	9%&-5%[59 µM]	-4%	-17%	-1%&-3%	-20%&0%	5&5	5%&-1%	Cc1cccc(NC(=O)C2CCN(S(=O)(=O)c3cccc4nsnc34)CC2)c1
25	-26%	?	?	-3%	40µM*	?	?	2	4%	N#CC(C#N)=Cc1cc2ccccc2nc1N1CCCCC1
26	22%	-15%	-9%	-9%	0%	4%	-25%	-7	-4%	COCCN(C(=O)COC(=O)c1cc(C)oc1C)c1c(N)n(Cc2ccccc2)c(=O)[nH]c1=O
27	-23%	-29%	·	i	·	-14%	-10%	-6	-8%	CCOC(=O)c1c(C)oc2cc(Sc3ccccc3)c(O)c(O)c12
28	·	·	·	-11%	·	-2%	5%	3	·	O=C(CSc1ncn[nH]1)Nc1nc2c(F)c(F)c(F)cc2s1
29	22%	-21%	2%	-2%	-12%	3%	-19%	-3	-15%	COC(=O)c1ccccc1NC(=O)NCCc1ccc(OC)c(OC)c1
30	57%[activator]	-8%	-11%	·	-37%	1%	6%	3	-4%	Cc1ncc(CSc2nccc(=O)[nH]2)c(CO)c1O
31	50%[activator]	-9%	-6%	-5%	-2%	-2%	-12%	1	0%	CCOCCCn1cnc2c3cc(F)ccc3n(C)c2c1=O
32	24%	-6%	6%	-2%	1%	-11%	-18%	1	-3%	CCOc1ccccc1CNCC1CCCO1 (centres undefined)
33	18%	-24%	·	8%	·	8%	6%	2	3%	O=C(NC(=S)NCc1ccco1)c1ccccc1[N+](=O)[O-]
34	15%	-2%	11%	7%	0%[57.1 µM]	7%	-13%	4	-5%	Cc1ccc(C)c(Nc2nc3nonc3nc2N2CCOCC2)c1
35	56%[activator]	-9%	1%[59 µM]	·	0%	-11%	-21%	4	33%[activator]	Cc1ccc2nc(Cl)c(C3CC(c4cccs4)=NN3S(C)(=O)=O)cc2c1 (centres undefined)
36	22%	?	3%[59 µM]	-1%	-35%	1%	?	-12	-6%	CCc1ccc(C(=O)Cn2ncc(Cl)c(Cl)c2=O)cc1
37	-14%	-24%	6%[0.501 µM]	-7%	-35%	23%	-16%	-18	-25%	CCOc1cc(C(c2c(C)[nH][nH]c2=O)c2c(C)[nH][nH]c2=O)cc([N+](=O)[O-])c1O
38	25%	-4%	2%[59 µM]	-8%	-4%	-12%	5%	-5	-6%	Cc1ccc(-n2nc(C)c3c(C)cc(=O)n(CC(=O)NC(C)c4ccccc4)c32)cc1 (centres undefined)
39	30%	?	·	11%	·	6%	-9%	-1	?	Cc1ccc(Cn2c(C(C)Nc3nc(-c4ccc(Cl)c([N+](=O)[O-])c4)cs3)nc3cc(C(F)(F)F)ccc32)cc1 (centres undefined)
40	23%	-19%	42%[activator][59 µM]	-1%	-2%	2%	-8%	-5	11%	CC(C)[C@H]1CN(C)CCN1Cc1cn(C)nc1-c1cccc(Cl)c1
41	16%	-20%	7%	-2%	-22%	-3%	-1%	5	0%	Cc1ccc([C@@H]2[C@@H]3C(=O)N(C)C(=O)[C@@H]3[C@]3(Cc4ccccc4)C(=O)N(Cc4ccccn4)CC(=O)N23)o1
42	20%	25%	-3%	-3%	20%	-1%	-20%	3	4%	O=C(Nc1ccc(Br)c(C(F)(F)F)c1)c1ccc(C(F)(F)F)cc1
43	·	·	·	0%	·	15%	-15%	-5	·	C[C@@H]1CCCCO[C@H](CN(C)Cc2ccc(Cl)c(Cl)c2)[C@H](C)CN([C@@H](C)CO)C(=O)c2cc(NC(=O)Nc3ccc(F)cc3)ccc2O1
44	29%	-18%	·	-3%	9%	-10%	-21%	-1	-2%	NS(=O)(=O)OCCCCCc1ccccc1
45	?	?	52%[activator][59 µM]	-9%	8%	9%	-10%	1	-1%	FC(F)(F)c1cc(N2CCOCC2)nc(-c2ccccc2)n1
46	46%[activator]	-11%	12%	6%	0%	13%	1%	-12	-5%	O=c1oc2ccccc2c2c1C(O)CO2 (centres undefined)
47	49%&69%[activator]	-20%&3%	-1%	-5%&0%	-3%[57.1 µM]	-7%&-12%	-1%&-18%	-3&1	-6%&-9%	Cc1ccc(NC(=O)CCCn2nc(C)c3c(C)n(-c4ccccc4)nc3c2=O)c(Cl)c1
48	17%	-12%	-3%[59 µM]	-9%	4%	4%	2%	-18	-2%	O=C(O)C1CCCCC1C(=O)NCCCN1CCOCC1 (centres undefined)
49	·	·	·	-13%	·	2%	-12%	4	·	Cc1ccc(S(=O)(=O)N2CCOCC2)cc1C(=O)OCC(=O)Nc1ccc(Cl)cn1
50	-6%	-8%	?	-1%	-6%	19%	-17%	-4	0%	O=C(/C=C/c1ccccc1)Nc1cc(S(=O)(=O)N2CCOCC2)ccc1N1CCCC1

# Further results follow:
item	HP1b binding inh	JMJD2A Tudor	G9a inh	PGK inhibitor	BAZ2B inh	GLS inh	Pol eta inh	PI4K2A inh	Pin1 inh	Molecule
51	56%[activator]	32%	39%[0.501 µM]	-14%	36%[57.1 µM]	5%	-11%	-6	3%	N/C(=N\OC(=O)c1cccc(F)c1)c1ccccc1
52	7%	-20%	16%[59 µM]	2%	8%	-1%	-16%	-3	-7%	CCOC(=O)c1c(C)nc2sc3c(=O)n(-c4ccc(C(C)=O)cc4)cnc3c2c1-c1ccc(OC)cc1
53	33%	-5%	11%	·	-2%	0%	7%	-2	2%	Cn1cc([N+](=O)[O-])c(C(=O)Nc2nccs2)n1
54	25%	-14%	14%[12.7 µM]	-2%	1%	-1%	-21%	10	-12%	O=C(CN1CCN(c2ccccc2)CC1)Nc1ccccc1C(F)(F)F
55	33%	-9%	?	-7%	50%[activator]	1%	13%	-1	-4%	COc1ccc(NC(=O)c2[nH]ncc2[N+](=O)[O-])cc1
56	39%	-15%	·	0%	·	-6%	-14%	-2	?	CCC/C(C#CCCN1C(=O)c2ccccc2C1=O)=C1/c2ccccc2C(=O)N1c1ccccc1
